Bioassay records as filed in PubChem.
TrxR1 substrate – is turned over as a substrate by rat TrxR1; O89049; purified TrxR1 substrate turnover, NADPH consumption readout; Potency, µM (doses to about 114 µM), for inactives: top-dose activity change, negative = substrate turnover; 0.01% of 390,000 active; AID 588456; further: potency means the concentration at half of the fitted maximal effect; on the % scale 0 is the no-effect control and ±100 the full control effect; nearly all actives have a fitted effect of over 50% in size
Target sequence (O89049 whole entry, looked up): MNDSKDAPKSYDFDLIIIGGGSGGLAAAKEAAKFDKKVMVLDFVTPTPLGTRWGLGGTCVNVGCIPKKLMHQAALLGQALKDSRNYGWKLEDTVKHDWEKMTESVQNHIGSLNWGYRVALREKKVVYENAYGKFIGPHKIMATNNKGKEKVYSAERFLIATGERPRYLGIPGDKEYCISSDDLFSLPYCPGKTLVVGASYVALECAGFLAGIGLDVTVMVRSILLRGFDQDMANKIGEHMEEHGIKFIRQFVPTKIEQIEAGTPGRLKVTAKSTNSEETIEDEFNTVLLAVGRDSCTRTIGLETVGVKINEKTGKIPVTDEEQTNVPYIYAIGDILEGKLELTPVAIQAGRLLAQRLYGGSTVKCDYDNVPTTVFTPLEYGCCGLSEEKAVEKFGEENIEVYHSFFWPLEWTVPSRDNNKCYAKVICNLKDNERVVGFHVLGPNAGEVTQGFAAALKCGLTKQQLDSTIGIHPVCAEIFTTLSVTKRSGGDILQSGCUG
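Rat TrxR1, dispensed at 90 nM, was prereduced with 400 uM NADPH (final) for 5 min at ~22 deg C, then incubated with compound 15 min before 400 uM selenite. A first-read NADPH fluorescence drop versus no-compound background flagged substrates.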
LDHA block – inhibitors of human lactate dehydrogenase A. P00338. purified LDHA, NADH/diaphorase-resazurin fluorescence; hits give low values. activity change, % (values are at about 110 or 230 µM). 0.15% of 480,000 active. AID 1347041; in the data active means activity change below about -30%; inconclusive means mostly about -25% to -30%;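 further: plate controls were DMSO wells for no effect and wells without enzyme for full effect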
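Human LDH5 (2 nM) was incubated with 0.06 mM NADH and 0.2 mM pyruvate for 5 min at room temperature in Tris pH 7.4. Remaining NADH was coupled through diaphorase/resazurin, and resorufin fluorescence was read at 0 and 20 min.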
Glioma ERSR ind – inducers of ER stress response in human glioma cells. U87-MG GRP78 promoter luciferase reporter, 16 h. Potency, µM, for inactives: at the highest dose activation, usual class: activators. 0.02% of 420,000 active. AID 602332; further: potency means the concentration at half of the fitted maximal effect; series mostly up to about 76 µM; % of control where 0% means no effect; nearly all actives have a fitted effect of over 35% in size
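Stably transfected U87-MG human glioma cells carrying a GRP78-based luminescent sensor were seeded at 1000 cells/well, pin-dosed with compounds and incubated 16 h. Luciferase reagent was then added, and end-point luminescence was read after 10 min at room temperature.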
Vif-APOBEC3F blk – blocks the Vif interaction with APOBEC3F; HeLa A3F-eYFP + Vif (tagged APOBEC3F with the HIV-1 protein that degrades it), YFP fluorescence increase; Potency, µM (top dose mostly 46.1 µM), for the others: top-dose activity, negative = active; 0.2% of 390,000 active; further: potency means the concentration at half of the fitted maximal effect; % of control where 0% means no effect; nearly all actives have a fitted effect of over 65% in size
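HeLa cells stably expressing Vif plus C-terminally eYFP-tagged A3F were seeded, incubated overnight at 37 deg C, dosed with compound, incubated overnight again at 37 deg C. Yellow fluorescence (Ex 488/Em 500-530) reported blocked Vif-mediated A3F-eYFP degradation.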
USP1-UAF1 inh – USP1/UAF1 (human) deubiquitinase inhibition; recombinant USP1/UAF1, Ub-Rhodamine cleavage fluorescence; Potency, µM (titrated, usually from 57.1 µM), inactives show at the top dose activity change, negative = inhibition, usual class: inhibitors; 0.23% of 390,000 active; further: potency means the concentration at half of the fitted maximal effect; on the % scale 0 is the no-effect control and ±100 the full control effect; nearly all actives have a fitted effect of over 60% in size; inactives centre near -12
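High-throughput fluorogenic screen: 1nM USP1/UAF1 complex, Ub-Rho substrate 150nM final, 50mM HEPES pH 7.8 with 0.5mM EDTA, 0.1 mg/ml BSA, 1mM TCEP and 0.01% Tween-20.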
mIDH1 inhibitor – blocks human mutant IDH1 R132H enzyme; IDH1-R132H enzyme, NADPH consumption, diaphorase/resazurin fluorescence; O75874; AID 602179; 0.093% of 390,000 active; Potency, µM (titrated, usually from 76.6 µM), inactives show at the highest dose activity change, negative = inhibition, hits mostly inhibitors; further: potency means the concentration at half of the fitted maximal effect; on the % scale 0 is the no-effect control and ±100 the full control effect; nearly all actives have a fitted effect of over 65% in size
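IDH1-R132H (0.5 ug/mL dispensed) in pH 7.5 Tris buffer was preincubated 30 min with compound, then given a substrate mix of 0.016 mM NADPH and 2 mM alpha-KG for 80 min at room temperature; remaining NADPH was read by diaphorase/resazurin fluorescence.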
TrxR1 inh – rat TrxR1 inhibition. O89049. recombinant rTrxR1, NADPH fluorescence consumption, selenite substrate. Potency, µM (highest dose often 114 µM), for inactives: at the top dose activity change, negative = inhibition, actives largely listed as inhibitors. 1% of 390,000 active. AID 588453; further: potency means the concentration at half of the fitted maximal effect; on the % scale 0 is the no-effect control and ±100 the full control effect; nearly all actives have a fitted effect of over 65% in size
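Rat TrxR1 (90 nM in the dispensed reagent) was pre-reduced with 400 uM NADPH for 5 min at room temperature, then incubated with compound for 15 min. After 400 uM selenite was added, NADPH fluorescence (Ex 340/Em 450 nm) was followed for 8 min.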
RGS4 inhibitor – human RGS4 inhibition; Transcreener GDP fluorescence polarization, RGS4-accelerated GTP hydrolysis; Potency, µM (top dose mostly 114 µM), without a hit: top-dose activity change, negative = inhibition, actives largely listed as inhibitors; 0.039% of 390,000 active; AID 504845; further: potency means the concentration at half of the fitted maximal effect; on the % scale 0 is the no-effect control and ±100 the full control effect; nearly all actives have a fitted effect of over 75% in size; some results filed as inactive show a strong effect at the top dose
Target sequence (P49798 whole entry, looked up): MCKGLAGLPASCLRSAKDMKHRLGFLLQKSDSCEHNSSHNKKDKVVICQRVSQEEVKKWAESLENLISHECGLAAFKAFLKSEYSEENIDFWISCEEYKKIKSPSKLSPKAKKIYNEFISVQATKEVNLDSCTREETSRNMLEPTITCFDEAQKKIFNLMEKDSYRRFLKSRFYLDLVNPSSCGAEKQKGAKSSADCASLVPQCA
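MLSMR compounds (23 nl, pin-transferred) preincubated 10 min at room temperature with a 500nM (2x) first reagent, then RGS4 at 900nM (2x) plus Transcreener GDP mix added; fluorescence polarization (620/688 nm) read before and after 90 min at 30 °C.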
Vif-APOBEC3G blk – blocks the Vif interaction with human APOBEC3G; Q9HC16; HeLa A3G-eYFP + Vif (tagged APOBEC3G with the HIV-1 protein that degrades it), YFP fluorescence, overnight; Potency, µM (doses to about 46.1 µM), without a hit: top-dose activity, negative = active, most hits filed as inhibitors; 0.076% of 410,000 active;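 further: potency means the concentration at half of the fitted maximal effect; on the % scale 0 is the no-effect control and ±100 the full control effect; nearly all actives have a fitted effect of over 60% in size; hits raise eYFP signal because A3G escapes Vif-driven loss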
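Read-out is eYFP fluorescence (Ex 488/Em 500-530) from Vif-expressing HeLa A3G-eYFP cells; more signal means A3G escaped Vif-mediated degradation. Cells plated overnight, compound pinned in, incubated overnight at 37 deg C.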
An asterisk follows results filed as active; ? = inconclusive; . = no result given; [ ] = dose if it differs, or a comment. Unless noted, the call rests on the fitted dose curve; in most records, active means well fitted curve in the direction sought with a large enough effect; inconclusive means small, poorly fitted or top-dose-only effect, or another doubt; inactive means no such curve, though single readings can be large; an effect the other way counts as inactive or inconclusive.

Each structure is followed by: LDHA block, TrxR1 substrate, Vif-APOBEC3G blk, mIDH1 inhibitor, Glioma ERSR ind, RGS4 inhibitor, Vif-APOBEC3F blk, USP1-UAF1 inh, TrxR1 inh
Cc1ccc(C2C(C#N)=C(N)Oc3cc4c(cc32)OCO4)cc1 (stereo not drawn)
  6, 0%, -22%, 1%, ?, ?, 0%, -25%, -7%
CSc1ccccc1NC(=O)c1cc(CC(C)C)on1
  -5, -4%[57.1 µM], -1%, 13%, 0%, -16%, 5%, -23%, 13%[57.1 µM]
CC(C)OC(=O)C1OC1(C)c1ccccc1 (stereo not drawn)
  -9, 12%[57.1 µM], -1%, 10%, -1%, 18%, -23%, -12%, 21%[57.1 µM]
Cc1ccc(S(=O)(=O)N2CCN(c3nc(-c4ccc(F)cc4)nc4cc(Cl)ccc34)CC2)cc1
  -2, 11%[0.457 µM], -1%, ., 1%, 19%, ., ., 26%
COc1ccc(CCC(=O)N2CCN(S(=O)(=O)c3ccc4ccccc4c3)CC2)cc1
  -2, -2%, -1%, -3%, -1%, 0%, -2%, -4%, 6%
CCNC(=O)CC1SC(=Nc2ccc(C)cc2)N(CC)C1=O (stereo not drawn)
  1, 3%, 1%, 8%, -5%, -1%, -7%, -15%, 6%
O=Cc1cc(OCc2ccccc2)ccc1[B-](F)(F)F
  -5, -2%, 0%, 0%, ?, 25%, 8%, -12%, 6%
CC(C)(O)C#Cc1ccc(C(=O)N2CCN(C(=O)c3ccco3)CC2)cc1
  -4, 12%[57.1 µM], -2%, 5%, -4%, 8%, -4%, -19%, 0%[57.1 µM]
Brc1cccc(OCCCCn2cncn2)c1
  -19, 0%, 0%, -7%, -2%, 13%, -1%, -10%, 31%
CCOc1cc(Br)cc(C(c2c(C(=O)O)[nH]c3ccccc23)c2c(C(=O)O)[nH]c3ccccc23)c1O
  -1, 1%, 5%, -4%, -4%, -20%, -2%, ?, ?
Cc1sc(-c2cc3ccccc3oc2=O)nc1-c1ccc(Cl)cc1
  1, 5%[57.1 µM], -4%, 0%, -2%, -17%, 0%, ?, 5%[57.1 µM]
COC(=O)C1C2CC3c4[nH]c5cc(OC)ccc5c4CCN3CC2CC(OC2CCCCO2)C1OC (stereo not drawn)
  8, ., -9%, 4%, -6%, ., 11µM*, -14%, .
Cc1ccccc1Nc1nc(N)nc(CSc2nncn2C)n1
  -12, 5%[57.1 µM], 0%, -1%, 1%, -10%, -1%, -14%, 26%[57.1 µM]
COCCCNC(=O)Nc1cc(C(=O)NCc2ccc(OC)cc2)ccc1N1CCCC1
  1, -1%[57.1 µM], -4%, -31%, -2%, 4%, 3%, -19%, 2%[57.1 µM]
Cc1cc2c(n1-c1ccc(C(=O)NCCc3ccccc3)cc1)CCC(C)C2 (stereo not drawn)
  9, 0%, ?, 13%, -4%, -5%, -5%, -5%, -20%
CCc1nn2c(=O)cc(COc3ccc(/C=C(\C#N)C(=O)Nc4ccc(C)cc4)cc3)nc2s1
  3, -7%, -1%, 0%, -3%, -3%, -3%, -11%, -7%
CCc1cc2ccccc2nc1SCC(=O)NC1CCCC1
  -3, 2%, 0%, -10%, -2%, -10%, -2%, -1%, 18%
CN(C)S(=O)(=O)c1ccc(C(=O)NCCSc2c(-c3ccc(Cl)cc3)[nH]c3ccccc23)cc1
  -4, -7%, 3%, -3%, -2%, -17%, 5%, ?, 3%
C[N+](C)(C)CCCN1C(=O)CCCC1=O
  ?, -1%, 0%, 4%, -6%, -42%, -1%, -11%, 4%
O=[N+]([O-])c1ccc(OCc2cccc(COc3ccc([N+](=O)[O-])cc3)n2)cc1
  -3, 4%, 0%, 1%, -2%, 1%, 0%, -16%, 8%

11 of these compounds in a different format.
mol	LDHA block	TrxR1 substrate	Vif-APOBEC3G blk	mIDH1 inhibitor	Glioma ERSR ind	RGS4 inhibitor	Vif-APOBEC3F blk	USP1-UAF1 inh	TrxR1 inh
CCOc1cc(Br)cc(C(c2c(C(=O)O)[nH]c3ccccc23)c2c(C(=O)O)[nH]c3ccccc23)c1O	-1	1%	5%	-4%	-4%	-20%	-2%	?	?
Cc1sc(-c2cc3ccccc3oc2=O)nc1-c1ccc(Cl)cc1	1	5%[57.1 µM]	-4%	0%	-2%	-17%	0%	?	5%[57.1 µM]
COC(=O)C1C2CC3c4[nH]c5cc(OC)ccc5c4CCN3CC2CC(OC2CCCCO2)C1OC (stereo not drawn)	8	.	-9%	4%	-6%	.	11µM*	-14%	.
Cc1ccccc1Nc1nc(N)nc(CSc2nncn2C)n1	-12	5%[57.1 µM]	0%	-1%	1%	-10%	-1%	-14%	26%[57.1 µM]
COCCCNC(=O)Nc1cc(C(=O)NCc2ccc(OC)cc2)ccc1N1CCCC1	1	-1%[57.1 µM]	-4%	-31%	-2%	4%	3%	-19%	2%[57.1 µM]
Cc1cc2c(n1-c1ccc(C(=O)NCCc3ccccc3)cc1)CCC(C)C2 (stereo not drawn)	9	0%	?	13%	-4%	-5%	-5%	-5%	-20%
CCc1nn2c(=O)cc(COc3ccc(/C=C(\C#N)C(=O)Nc4ccc(C)cc4)cc3)nc2s1	3	-7%	-1%	0%	-3%	-3%	-3%	-11%	-7%
CCc1cc2ccccc2nc1SCC(=O)NC1CCCC1	-3	2%	0%	-10%	-2%	-10%	-2%	-1%	18%
CN(C)S(=O)(=O)c1ccc(C(=O)NCCSc2c(-c3ccc(Cl)cc3)[nH]c3ccccc23)cc1	-4	-7%	3%	-3%	-2%	-17%	5%	?	3%
C[N+](C)(C)CCCN1C(=O)CCCC1=O	?	-1%	0%	4%	-6%	-42%	-1%	-11%	4%
O=[N+]([O-])c1ccc(OCc2cccc(COc3ccc([N+](=O)[O-])cc3)n2)cc1	-3	4%	0%	1%	-2%	1%	0%	-16%	8%

These rows are one share of the data, so the mix of outcomes need not match the whole.
